Source: PubChem BioAssay (several laboratories)
NOD2 RIPK2 PPI – inhibitors of human NOD2-RIPK2 interaction; O43353; inhibition, % at 4.98 µM; hit rate 0.38% among 360,000; CHO BLA complementation NOD2-RIPK2, CCF4 ratio; in the data active = inhibition above about 21%;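 also: 0% = vehicle only and 100% = reference blocker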
Target sequence (O43353 whole entry, looked up): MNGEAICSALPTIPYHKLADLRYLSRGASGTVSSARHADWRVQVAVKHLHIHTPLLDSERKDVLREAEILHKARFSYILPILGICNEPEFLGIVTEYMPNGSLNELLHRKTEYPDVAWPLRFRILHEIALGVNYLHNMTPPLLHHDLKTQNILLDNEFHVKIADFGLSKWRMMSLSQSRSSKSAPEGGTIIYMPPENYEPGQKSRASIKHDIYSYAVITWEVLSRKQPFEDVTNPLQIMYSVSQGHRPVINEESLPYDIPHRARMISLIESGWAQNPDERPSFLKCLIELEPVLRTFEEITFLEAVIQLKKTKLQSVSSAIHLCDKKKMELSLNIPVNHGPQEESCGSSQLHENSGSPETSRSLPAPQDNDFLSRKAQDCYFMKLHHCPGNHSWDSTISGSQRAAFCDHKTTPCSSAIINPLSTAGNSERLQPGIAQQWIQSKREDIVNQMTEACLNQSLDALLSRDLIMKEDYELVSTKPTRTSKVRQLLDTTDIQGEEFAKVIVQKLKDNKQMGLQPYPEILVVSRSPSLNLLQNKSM
NCOA1 inh – inhibitors of human steroid receptor coactivator 1 (SRC1) | HEK293 GAL4-SRC1 luciferase reporter, luminescence | inhibition, % at 3.6 µM | Q15788 | hit rate 0.12% among 360,000;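 active = inhibition above the campaign mean plus 3 SD, with each screening campaign given its own cutoff, cut at about 60% in these data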;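 also: 0% = DMSO treated cells and 100% = gossypol at 36 µM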
TLR9-MyD88 block – inhibitors of human TLR9-MyD88 binding; AID 504734; Q9NR96+Q99836; inhibition, % at 4.98 µM; hit rate 0.21% among 340,000; CHO BLA complementation TLR9-MyD88, CCF4 FRET ratio;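 active = inhibition above the mean over all tested compounds plus 3 SD, cut at about 21% in these data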;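 also: 0% = DMSO only wells and 100% = clavulanate BLA inhibitor control wells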
TWEAK Fn14 block – TWEAK-Fn14 signaling inhibition; inhibition, % at 10 µM; hit rate 2% among 360,000; TWEAK-stimulated Fn14 reporter cells, luciferase luminescence, 8 h; AID 1159606; in the data active = inhibition above about 50%
TROY signal inh – blocks TROY-dependent signaling in reporter cells; Q293 LMP1-TROYcd NF-kB luciferase reporter, 4 h; inhibition, % at 10 µM; hit rate 0.98% among 360,000; AID 1347056;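 active = compounds whose plate-normalised and pattern-corrected inhibition of the luciferase reporter signal at the single screening dose is 50% or more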
SRC2 inh – inhibits human steroid receptor coactivator 2. hit rate 0.17% among 370,000. Q15596. HEK293 GAL4-SRC2 luciferase reporter, luminescence. inhibition, % at 9 µM. AID 651957;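 active = inhibition above the mean inhibition of all tested compounds plus 3 SD, set per campaign, cut at about 52% in these data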;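 also: 0% = DMSO treated cells and 100% = cells given Gossypol at 36 µM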
NR5A2 inv ag – inverse agonists of human LRH-1 (NR5A2) | O00482 | HEK293T StAR-luciferase reporter, LRH-1 transfected, 24 h | inhibition, % at 3.6 µM | hit rate 0.13% among 360,000;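 active = inhibition above the mean inhibition of all tested compounds plus 3 SD, cut at about 73% in these data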;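 also: 0% = DMSO wells and 100% = reporter-only cells lacking LRH-1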
C8 TRAIL sens – caspase-8 TRAIL sensitization | NB7+C8 cells + TRAIL, ATPlite viability luminescence | AID 624354 | hit rate 1% among 360,000 | inhibition (viability loss, TRAIL sensitization), % at 10 µM;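 active = compounds causing at least 50% loss of cell viability in the single-dose screen, relative to plate controls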
SRC3 inh – inhibitors of human steroid receptor coactivator 3 (SRC3). Q9Y6Q9. inhibition, % at 3.6 µM. AID 588352. hit rate 0.17% among 360,000. HEK293 GAL4-SRC3 luciferase reporter, luminescence;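 active = inhibition above a per-campaign cutoff, the mean of all compounds plus 3 SD, cut at about 60% in these data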;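 also: 0% = DMSO-treated cells and 100% = gossypol-treated cells at 36 µM; higher means less SRC3-driven luciferase light from the GAL4 reporter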
NR2F2 inh – inhibitors of human COUP-TFII (NR2F2) | P24468 | HEK293T NGFI-A luciferase reporter, luminescence | inhibition, % at 8.6 µM | hit rate 0.7% among 370,000 | AID 686940;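 active = inhibition above a per-plate cutoff, mean inhibition of test wells between control levels plus 3 SD, cut at about 38% in these data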;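 also: cells cotransfected with COUP-TFII expression vector driving the NGFI-A reporter; 0% = median of COUP-TF2 test wells and 100% = reporter-only cells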
Target sequence (P24468 whole entry, looked up): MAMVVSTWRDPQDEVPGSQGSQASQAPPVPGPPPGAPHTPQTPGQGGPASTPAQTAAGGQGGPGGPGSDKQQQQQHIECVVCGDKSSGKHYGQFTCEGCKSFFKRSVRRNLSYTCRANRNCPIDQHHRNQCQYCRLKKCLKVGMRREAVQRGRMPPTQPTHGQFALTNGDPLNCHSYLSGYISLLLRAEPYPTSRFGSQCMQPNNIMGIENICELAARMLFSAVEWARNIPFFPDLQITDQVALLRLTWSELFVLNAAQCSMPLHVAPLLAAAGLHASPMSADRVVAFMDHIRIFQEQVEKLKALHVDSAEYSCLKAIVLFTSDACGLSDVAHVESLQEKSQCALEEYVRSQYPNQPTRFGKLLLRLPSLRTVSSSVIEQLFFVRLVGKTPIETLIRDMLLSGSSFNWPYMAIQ
EBV LMP1 NFkB – Epstein-Barr LMP1 NF-kappaB reporter inhibition | LMP1-induced NF-kappaB luciferase reporter cells, luminescence | inhibition, % at 12.5 µM | hit rate 0.69% among 350,000 | AID 504558; in the data active = inhibition above about 41%;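 also: 0% = neutral control wells and 100% = reference inhibitor control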
An asterisk follows results filed as active; x = no result given. Not all compounds are listed (hit frequency here may not be typical).

canonical_smiles	NOD2 RIPK2 PPI	NCOA1 inh	TLR9-MyD88 block	TWEAK Fn14 block	TROY signal inh	SRC2 inh	NR5A2 inv ag	C8 TRAIL sens	SRC3 inh	NR2F2 inh	EBV LMP1 NFkB
COc1cc2c3c(c1OC)-c1cc4c(cc1CC3(C#N)N(C(=O)c1ccccc1)CC2)OCO4 (stereo unspecified)	-8	-16	-13	-5	0	-29	2	6	1	-4	9
O=C(COC(=O)c1ccc(F)cc1F)Nc1cccnc1Cl	-4	-12	-1	-14	-28	-31	-4	-6	-41	-13	-7
CCSc1nc2sc3c(c2c(=O)n1CC)CC(C)(C)OC3	-1	-11	-23	0	10	5	13	0	4	15	10
Cc1ccc(CNC(=O)c2cc(-c3ccccc3C)nn2CC2CC(c3cccnc3)=NO2)cc1 (stereo unspecified)	-2	-9	-1	-2	5	-6	9	-2	11	11	-8
CC(=O)Nc1ncc(Cc2cc(Cl)ccc2Cl)s1	-17	7	-6	45	24	-3	46	1	12	-1	-15
COCCNC(=O)C1CCCN(Cc2ccccc2-c2ccccc2)CC1 (stereo unspecified)	-6	4	x	11	-1	x	-4	-10	10	x	x
COc1ccc(N(CC(O)CN2CCOCC2)S(=O)(=O)c2ccccc2)cc1 (stereo unspecified)	-2	-4	5	1	-7	-2	4	13	0	-9	-1
CCOc1ccc(/C(O)=C2/C(=O)C(=O)N(CCN(CC)CC)C2c2cccs2)cc1 (stereo unspecified)	8	-8	1	-18	-18	-7	-27	-9	3	3	-26
COc1ccc(CCNC(=O)c2cc3c(=O)n4ccccc4nc3n(CCCN3CCOCC3)c2=N)cc1	-25	-18	-18	-3	-11	-10	27	5	19	-1	-12
Cc1ccsc1C(=O)OCC(=O)N(Cc1ccccc1)C(C)C	1	2	14	2	-10	-19	19	-6	3	2	-19
CC12c3ccccc3C(c3ccccc31)C1C(=O)N(c3ccncc3)C(=O)C12 (stereo unspecified)	-3	8	-3	1	11	-50	-5	10	20	-26	2
O=C(Cn1cnc([N+](=O)[O-])n1)c1ccccc1	-2	1	-3	3	23	-9	19	9	6	-2	-4
O=C1CSC(c2ccccc2F)N1c1ccccc1F (stereo unspecified)	-6	11	-2	3	14	6	-6	11	-31	14	9
CN(C(=O)COC(=O)Cn1cnc2c1c(=O)n(C)c(=O)n2C)C1(C#N)CCCCC1	1	-15	9	-8	-12	14	5	-2	12	1	2
COc1ccc(N=C2O/C(=C/c3sc(=S)n(CC4CCCO4)c3O)N=C2C#N)cc1 (stereo unspecified)	-1	4	x	5	-1	2	15	-2	10	-1	x
CCOC(=O)C#CC(CCc1ccccc1)OS(N)(=O)=O (stereo unspecified)	-5	-15	2	34	2	-12	17	-14	-29	1	-4
COc1ccc(CNCCC2(O)CC(C)N(C)CC2C)cc1OC (stereo unspecified)	-13	9	6	12	7	3	9	-1	0	-12	3
CC1(c2nc3ccccc3[nH]2)CCC(=O)N1Cc1ccccn1 (stereo unspecified)	-14	-7	x	-11	-21	3	-6	4	5	-3	x
CCN(CC)S(=O)(=O)c1cccc(NC(=O)c2cccc(S(=O)(=O)N3CCCC3)c2)c1	3	-8	-4	12	-2	8	-9	-3	12	22	0
O=C(CSC1=NS(=O)(=O)c2ccccc2N1)c1ccccc1	7	-13	4	0	-30	-6	-26	13	-61	-19	-4
Fc1ccc(Nc2ccc(-c3ccc(F)cc3)nn2)cc1	0	-67	9	-14	-53	-45	-96	23	-40	-69	-33
O=C(CCC(=O)Nc1ccc(F)cc1)N/N=C/c1ccc(O)cc1O	-10	-104	-6	-23	-54	-31	-15	1	10	-14	-4
CS(=O)(=O)N1CCN(C(=O)c2cc(-c3ccccc3)nc3ccccc23)CC1	-2	9	-2	-3	-13	2	-17	-9	0	-2	-2
CCn1c(=O)c2sccc2n2c(CCCC(=O)NC3CCN(Cc4ccccc4)CC3)nnc12	-9	15	-11	23	-2	-20	2	6	0	7	-10
C[C@@H]1CCCCO[C@@H](CN(C)S(=O)(=O)c2cn(C)cn2)[C@@H](C)CN([C@H](C)CO)C(=O)c2cc(NC(=O)Nc3ccc(C(F)(F)F)cc3)ccc2O1	-5	-6	2	21	-30	-5	-17	-4	-18	-11	1
CCOC(=O)c1sc(NC(=S)NC(=O)c2ccccc2)nc1C	-9	-81	-5	-21	-25	-69	-55	12	-68	-25	-32
CCCCC(=O)Nc1nnc(CCc2ccccc2)s1	-5	-4	1	6	4	13	-7	-2	4	-22	0
Cc1ccc(C(=O)OCC(=O)c2c[nH]c3ccccc23)cc1NC(=O)c1ccco1	0	-40	2	11	-8	-20	-49	-6	-26	0	-1
Cc1ccc(C(=O)OC2=CC(=O)CC(C)(C)C2)cc1	-8	3	-11	4	-18	-2	-1	-15	-2	1	3
O=c1ccc(-c2ccccc2)nn1Cc1ccccc1F	-2	12	-5	-5	2	-15	-6	-4	-19	0	0

A draw from above in order of molecular weight, ascending:
canonical_smiles	NOD2 RIPK2 PPI	NCOA1 inh	TLR9-MyD88 block	TWEAK Fn14 block	TROY signal inh	SRC2 inh	NR5A2 inv ag	C8 TRAIL sens	SRC3 inh	NR2F2 inh	EBV LMP1 NFkB
Fc1ccc(Nc2ccc(-c3ccc(F)cc3)nn2)cc1	0	-67	9	-14	-53	-45	-96	23	-40	-69	-33
COc1ccc(CNCCC2(O)CC(C)N(C)CC2C)cc1OC (stereo unspecified)	-13	9	6	12	7	3	9	-1	0	-12	3
O=C(CCC(=O)Nc1ccc(F)cc1)N/N=C/c1ccc(O)cc1O	-10	-104	-6	-23	-54	-31	-15	1	10	-14	-4

Next part.
canonical_smiles	NOD2 RIPK2 PPI	NCOA1 inh	TLR9-MyD88 block	TWEAK Fn14 block	TROY signal inh	SRC2 inh	NR5A2 inv ag	C8 TRAIL sens	SRC3 inh	NR2F2 inh	EBV LMP1 NFkB
CCc1ccc(OCCCCN(C)Cc2ccccc2)cc1	11	-10	0	11	6	7	-6	-21	-1	9	10
COc1ccc(CN2CC(C(=O)N3CCOCC3)CC2=O)cc1 (stereo unspecified)	-8	-2	-5	2	-4	11	-7	-7	18	0	-5
O=C(CSc1nnc(-c2ccccc2)o1)NCC1CCCCC1	0	-6	6	-5	5	-4	-1	20	-3	-7	-11
CS(=O)(=O)Nc1ccc(C(=O)Nc2ccccc2Cl)cc1	-2	-18	x	-26	6	-13	-5	-9	14	-22	-6
O=C(CSc1n[nH]c(-c2cccnc2)n1)Nc1cccc(Cl)c1	-12	-5	7	-7	-3	15	1	-22	-11	-8	-7
CCN1CCN(C(=O)c2cc(COc3c(C)cccc3C)on2)CC1	4	13	-4	-17	-10	-12	-9	-1	3	1	-7
Cc1ccnc(NC(=O)c2ccc(NC(=O)CC3SC(N4CCCC4)=NC3=O)cc2)c1 (stereo unspecified)	2	-16	0	12	-21	1	-2	-5	0	-15	3
CCC(c1nnnn1-c1ccc2c(c1)OCCO2)N1CCN(c2ncccn2)CC1 (stereo unspecified)	0	x	x	10	2	-15	-12	8	x	8	x
CCOC(=O)c1ccccc1NC(=O)CSc1nc2ccncc2[nH]1	-4	-30	0	-10	7	13	2	-30	14	4	x
CCOC(=O)C1(Cc2ccc(OC)cc2)CCN(S(C)(=O)=O)CC1	3	-8	-3	-19	-13	-27	-5	-1	9	1	1
COc1ccc(-c2nnc(-c3ccc(Br)o3)o2)cc1OC	-8	-21	-5	-14	-34	-36	-27	17	-34	-25	-33
O=C1NC2=C(C(=O)CCC2)C(c2ccc([N+](=O)[O-])cc2)N1 (stereo unspecified)	-15	3	-4	30	-8	7	0	-10	-5	9	3
Cc1noc(C)c1S(=O)(=O)N1CCCC(C(=O)NCCc2ccccc2)C1 (stereo unspecified)	-1	1	2	-1	-5	-23	9	-6	10	-3	9
CCOC(=O)/C(C#N)=C/c1cn(CCOc2ccc(OC)cc2)c2ccccc12	-7	17	-8	7	2	18	9	-4	7	1	0
O=C(CN1C(=O)NC2(CCSC2)C1=O)NCc1ccccc1 (stereo unspecified)	-5	-18	6	9	-8	-3	1	-7	21	12	-26
N#Cc1c(Cl)nsc1NN	-3	-47	-1	8	24	-4	-39	-3	-15	1	-6
COc1c(Br)cc([N+](=O)[O-])c(OC)c1C(=O)NC(=O)Nc1c(Cl)cccc1Cl	1	-20	x	0	0	-23	-7	-18	3	9	3
COc1ccc(Nc2nc3ccc(OC)cc3s2)cc1	6	-62	9	-45	-61	-40	-68	5	-52	-17	-21
O=C(c1ccccc1)N1CCN(c2n[nH]c(=O)[nH]c2=O)CC1	0	-1	5	-18	-5	-15	0	-5	31	1	-4
NS(=O)(=O)c1ccc(CCNC(=O)CNC(=O)COc2ccccc2)cc1	-4	14	2	-10	-8	0	-1	-5	5	-3	3
CC(=O)Nc1ccc(S(=O)(=O)Nc2nnc(C3CCCCC3)s2)cc1	-4	-11	-6	15	-9	-3	-1	1	12	-16	1
COc1ccc2[nH]c(=O)c(CN(C)C(=O)c3ccncc3)cc2c1	-7	-18	-3	-8	-2	-9	1	23	16	-4	4
O=C(CNC(=O)OCc1ccccc1)NCC(=O)Oc1ccc([N+](=O)[O-])cc1	-8	-1	0	5	-17	23	6	-7	-20	-2	4
O=C1C2C3c4ccccc4C(c4ccccc43)[C@@H]2c2nc3ccccc3n21 (stereo partly specified)	0	-6	4	14	14	15	41	-1	8	11	13
CC(=O)c1c(COC(=O)c2ccccc2)nc2ccccc2[n+]1[O-]	-11	-17	-4	-11	-14	1	10	-5	-1	-5	-15
